Screening results: PubChem BioAssay, National Center for Advancing Translational Sciences (NCATS)
EPAC2 antagonist – EPAC2 (human) antagonism; EPAC2 GEF exchange of Rap1B-BODIPY-GDP, fluorescence; Potency, µM (highest dose often 114 µM), for inactives: at the highest dose activity, negative = inhibition, usual class: inhibitors; Q8WZA2; AID 720708; 0.18% of 360,000 active; also: potency is read from the fitted curve at half-maximal effect; % is scaled to controls: 0 for no effect and ±100 for the full control effect; nearly all actives have a fitted effect of over 45% in size; many of its hits are not listed in these tables
Target sequence (Q8WZA2 whole entry, looked up): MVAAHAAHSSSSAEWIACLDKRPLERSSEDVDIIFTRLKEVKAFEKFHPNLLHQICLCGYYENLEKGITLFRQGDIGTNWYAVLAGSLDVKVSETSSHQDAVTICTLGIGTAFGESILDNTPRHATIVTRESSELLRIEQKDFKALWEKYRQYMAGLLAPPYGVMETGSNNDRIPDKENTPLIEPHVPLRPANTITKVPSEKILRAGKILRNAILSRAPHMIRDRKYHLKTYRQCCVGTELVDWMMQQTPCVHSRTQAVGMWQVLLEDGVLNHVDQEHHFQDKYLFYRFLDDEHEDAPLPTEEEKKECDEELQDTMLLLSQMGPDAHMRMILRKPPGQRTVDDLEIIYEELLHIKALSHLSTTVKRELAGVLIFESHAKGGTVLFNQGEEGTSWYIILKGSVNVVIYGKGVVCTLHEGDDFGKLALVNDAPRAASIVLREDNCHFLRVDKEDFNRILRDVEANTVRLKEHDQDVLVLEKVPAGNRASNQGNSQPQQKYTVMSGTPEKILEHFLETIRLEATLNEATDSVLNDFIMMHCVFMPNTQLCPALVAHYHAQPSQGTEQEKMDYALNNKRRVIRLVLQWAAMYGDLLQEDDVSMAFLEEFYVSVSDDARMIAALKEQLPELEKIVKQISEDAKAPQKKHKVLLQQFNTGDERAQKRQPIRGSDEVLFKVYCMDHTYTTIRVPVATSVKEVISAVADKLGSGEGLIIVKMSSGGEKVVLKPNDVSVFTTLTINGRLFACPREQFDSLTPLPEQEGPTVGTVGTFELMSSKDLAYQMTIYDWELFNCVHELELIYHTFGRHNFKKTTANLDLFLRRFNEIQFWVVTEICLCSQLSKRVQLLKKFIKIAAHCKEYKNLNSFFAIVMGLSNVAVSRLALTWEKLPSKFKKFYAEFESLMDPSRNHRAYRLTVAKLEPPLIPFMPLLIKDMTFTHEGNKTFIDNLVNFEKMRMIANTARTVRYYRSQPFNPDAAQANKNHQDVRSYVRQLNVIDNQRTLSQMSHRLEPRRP
FUS yeast rescue – FUS proteinopathy suppression in yeast; S. cerevisiae FUS-expressing, growth rescue, OD600, 24 h; Potency, µM (top dose mostly 76.6 µM), without a hit: at the highest dose growth rescue (activation), usual class: activators; 0.24% of 390,000 active;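 also: potency is read from the fitted curve at half-maximal effect; plate controls were DMSO vehicle for no effect and reference control for full effect; nearly all actives have a fitted effect of over 55% in size; some results filed as inactive show a strong effect at the top dose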
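Cultures pregrown in 2.5% raffinose medium are shifted to minimal medium containing 2% galactose to express toxic FUS. Compounds are tested at several concentrations. After 24hr at 30C, growth is quantified at 600 nm absorbance.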
TDP-43 yeast inh – TDP-43 toxicity inhibition in yeast | Potency, µM (highest dose often 46.1 µM), for inactives: at the highest dose growth rescue (activation), usual class: activators | 1.8% of 410,000 active | TDP-43 expressing yeast growth rescue, BacTiter-Glo, 24 h; also: potency is read from the fitted curve at half-maximal effect; % of control where 0% means no effect; nearly all actives have a fitted effect of over 50% in size
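Yeast cells expressing TDP-43 under galactose induction are exposed to compounds for 24 hr at 30 deg C. BacTiter-Glo luminescence measures growth, so protective compounds score as activators.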
aSyn yeast inh – rescues yeast growth from alpha-synuclein toxicity; Yeast expressing alpha-synuclein, growth rescue, BacTiter-Glo, 24 h; Potency, µM (titrated, usually from 46.1 µM), for inactives: at the highest dose growth rescue (activation), actives largely listed as activators; 0.14% of 370,000 active; also: potency is read from the fitted curve at half-maximal effect; % of control where 0% means no effect; nearly all actives have a fitted effect of over 65% in size
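Rescue of yeast growth: cells expressing toxic alpha-synuclein, induced in galactose at OD600 0.02, incubated with compound 24 h at 30 C. ATP luminescence quantified growth; inhibitors of toxicity appear as activators.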
EPAC2 ag – agonists of human EPAC2 (RAPGEF4). AID 720711. 0.079% of 360,000 active. EPAC2 activation, biochemical qHTS; response scale: 100% = 6.5 mM cAMP response. Q8WZA2. Potency, µM (top dose mostly 154 µM), for the others: at the top dose activation, hits mostly activators; also: potency is read from the fitted curve at half-maximal effect; nearly all actives have a fitted effect of over 50% in size
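Compounds were titrated in qHTS against a Rap1B-BODIPY-GDP (250 nM) complex with EPAC2 (100 nM) and GDP (50 uM). BODIPY-GDP release tracked at 480/540 nm over 30 min at room temperature, normalized to 6.5 mM cAMP.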
Abeta yeast res – compounds reversing amyloid beta toxicity in yeast | yeast expressing A-beta42, growth rescue, OD600, 48 h; response scale: 0% DMSO, 100% iron-clioquinol control | AID 1347071 | 0.063% of 410,000 active | Potency, µM (top dose mostly 46.1 µM), without a hit: at the highest dose growth rescue, most hits filed as activators; also: potency is read from the fitted curve at half-maximal effect; nearly all actives have a fitted effect of over 55% in size
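Growth rescue measured by 600 nm absorbance after 48 h yeast culture at 30 C with compound. Values normalized between DMSO and an equimolar ferric chloride plus clioquinol control.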
D3 antag – blocks the human D3 dopamine receptor; D3R cells, DiscoveRx beta-arrestin luminescence, antagonist mode; active compounds read low; max response, negative = inhibition, %; 2.5% of 360,000 active; in the data active = max response below about -50%; inconclusive = no clear call, values can overlap the other calls; also: % is scaled to controls: 0 for no effect and ±100 for the full control effect; mostly tested at two doses, the higher about 12 µM
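Cells expressing the human receptor were seeded at 1500 cells/well, incubated overnight at 37 degrees C in 5% CO2, then exposed to library compounds with dopamine controls for 90 minutes at 37 degrees C before luminescent detection.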
DRD3 agonist – agonists of human D3 dopamine receptor. AID 652048. 0.58% of 410,000 active. max activation, %. P35462. D3R DiscoveRx beta-arrestin cells, luminescence, 90 min; in the data active = max activation above about 30%; also: 0% is about no effect; mostly tested at two doses, the higher about 12 µM
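Agonist mode: compounds and dopamine controls were applied to plated cells for 90 min at 37 degrees C after an overnight attachment at 1500 cells/well. Luminescent read-out followed 30 - 60 minutes at room temperature with DiscoveRx detection reagent.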
An asterisk follows results filed as active; ? = inconclusive; nt = not tested or not shown; & = joins results of further samples; [ ] = dose if it differs, or a comment. Unless noted, calls follow the shape of the dose curve; as a rule, active = well fitted curve in the direction sought with a large enough effect; inconclusive = small, poorly fitted or top-dose-only effect, or another doubt; inactive = no such curve, though single readings can be large; an effect the other way counts as inactive or inconclusive.

SMILES	EPAC2 antagonist	FUS yeast rescue	TDP-43 yeast inh	aSyn yeast inh	EPAC2 ag	Abeta yeast res	D3 antag	DRD3 agonist
Cc1cccn2c(=O)c3cc(C(=O)NC4CCCC4)n(C)c3nc12	3%	4%	?	-1%	5%	-50%[inhibitor]	-24	-1
O=C1C2C3C=CC(C2C(=O)N1CCCO)C1C2C(=O)N(CCCO)C(=O)C2C31 (stereo unspecified)	14%	14%	-24%	-18%	-1%	-17%	3	3
COc1ccc(-c2ccc(SCC(=O)N3CC(=O)Nc4ccccc43)nn2)cc1	-4%	-6%	-7%	-1%	8%	-15%	9	7
CCCCCCCCS(=O)c1sc2nc(C)cc(C)c2c1N (stereo unspecified)	-1%	41%	?	12%	-2%	14%	28	8
CCC(=O)Nc1ccc(N2CCN(C(=O)c3ccco3)CC2)c(Cl)c1	16%	10%	-25%	-1%	2%	11%	?	0
CC12CCC(=O)N1C(C(=O)Nc1ccc(F)c(Cl)c1)CS2 (stereo unspecified)	1%	9%	15%	-1%	11%	21%	10	-4
CCN1CCOC(=O)C1CC(=O)Nc1cc(C)ccc1OC (stereo unspecified)	nt	1%	?	nt	nt	-93%[inhibitor]	nt	-16
Clc1ccc2c(c1)nc1n2CCCC1	16%	-28%	4%	-1%	-1%	2%	27	3
CC(C)c1cc(CN2CCN(CCC#N)CC2)cc(C(C)C)c1O	-5%	6%	-3%	-9%	3%	5%	?	1
Cc1ccc([N+](=O)[O-])cc1S(=O)(=O)Nc1ccc(C(=O)N(C)C)cc1	2%	17%	-30%[inhibitor]	4%	-2%	-10%	-18	-19
CN(C)CCCNC(=O)c1ccc(Oc2ccccc2)cc1	-5%	10%	-29%[0.397 µM]	2%	1%	-5%	-23	-14
COc1ccc(C(=O)Nc2ccccc2C(=O)NC(C(=O)NCc2ccco2)C(C)C)cc1 (stereo unspecified)	2%	-9%	8%	-7%	-14%	-9%	-61*	8
Cc1ccc(S(=O)(=O)N2CCOCC2)cc1C(=O)Nc1ccccc1N1CCCC1	8%	15%	7%	4%	0%	-2%	14	17
Cc1cccc(OCC(=O)NNC(=O)CSc2ncc(C#N)c(N)n2)c1	-5%	19%	18%	-7%	10%	16%	13	2
COc1cccc(/C=C/C(=O)Nc2ccc3c(c2)OCCO3)c1OC	-10%	28%	?	-34%[inhibitor]	10%	-17%	-11	-13
O=C(Nc1ccc(Br)cc1)c1ccc(Br)c(S(=O)(=O)NCc2ccccc2)c1	nt	?	9%	?	nt	8%	nt	-7
Cc1ccc(CN2CCN(Cc3cnn(-c4ccc(Cl)cc4)c3)CC2CCO)o1 (stereo unspecified)	13%	-12%	4%	1%	-6%	-14%	-19	-19
COCCCNC(=O)c1ccc(CS(=O)(=O)Cc2cccc(C)c2)o1	5%	2%	-1%	1%	-3%	5%	18	5
O=C(CNC(=O)c1ccccc1)OC(C(=O)Nc1cc(C(F)(F)F)ccc1Cl)c1ccccc1 (stereo unspecified)	-2%	17%	6%	3%&13%&1%	-12%	-3%	14	0
CCCN(CC(=O)Nc1ccccc1C)C(=O)c1ccc(S(=O)(=O)N2CCC(C)CC2)cc1	11%	28%	-12%	-1%	10%	16%	-9	1
COc1ccc(Oc2cc(C)c3ccccc3n2)cc1	-12%	0%	13%	-8%	14%	-3%	-7	30*
COC[C@H]1CCCN1c1ccc2c(c1)O[C@H](COCc1ccccc1)CN([C@@H](C)c1ccccc1)S2(=O)=O	5%	38%	?	-2%	5%	-12%	-10	1
C/C(CC(=O)Nc1ccc(N(C)C)cc1)=N\NC(=O)c1ccc(C(C)(C)C)cc1	5%	23%	16%	0%	-12%	-26%	19	2
Cc1cc(C)c(C)c(S(=O)(=O)N2CCC(C(=O)N3CC(C)CC(C)C3)CC2)c1C (stereo unspecified)	-11%	12%	-4%	-9%	12%	-10%	5	-9
CC1(C)CC(=O)C(N=Nc2cccnc2)=C(O)C1	3%	1%	?	-6%	-2%	5%	-8	-9

An excerpt taken from the entries so far:
SMILES	EPAC2 antagonist	FUS yeast rescue	TDP-43 yeast inh	aSyn yeast inh	EPAC2 ag	Abeta yeast res	D3 antag	DRD3 agonist
COC[C@H]1CCCN1c1ccc2c(c1)O[C@H](COCc1ccccc1)CN([C@@H](C)c1ccccc1)S2(=O)=O	5%	38%	?	-2%	5%	-12%	-10	1
C/C(CC(=O)Nc1ccc(N(C)C)cc1)=N\NC(=O)c1ccc(C(C)(C)C)cc1	5%	23%	16%	0%	-12%	-26%	19	2
Cc1cc(C)c(C)c(S(=O)(=O)N2CCC(C(=O)N3CC(C)CC(C)C3)CC2)c1C (stereo unspecified)	-11%	12%	-4%	-9%	12%	-10%	5	-9
CC1(C)CC(=O)C(N=Nc2cccnc2)=C(O)C1	3%	1%	?	-6%	-2%	5%	-8	-9

(continued)
SMILES	EPAC2 antagonist	FUS yeast rescue	TDP-43 yeast inh	aSyn yeast inh	EPAC2 ag	Abeta yeast res	D3 antag	DRD3 agonist
Cc1cccc(COC(=O)C(Cc2ccccc2)NC(N)=O)c1 (stereo unspecified)	1%	13%	-5%	9%	6%	6%	-6	0
COc1ccc(NC(=O)c2sc3nc(C)cc(C)c3c2N)c(OC)c1	-18%	8%	5%	-5%	7%	-6%	7	-14
Cc1cccc(S(=O)(=O)NCCc2ccccc2)c1	-12%	-18%	5%	9%	8%	2%	-5	1
CCN(CC)Cc1c(O)ccc2c(=O)c(-c3ccc(Cl)cc3)coc12	-1%	-3%	9%	-1%	3%	12%	-10	2
CC(=O)N(C)c1ccc(OCC(O)CN(c2ccccc2C)S(=O)(=O)c2ccc(C)cc2)cc1 (stereo unspecified)	6%	nt	-2%	3%	2%	-2%	-6	1
CCC(=O)Nc1ccc(Nc2nc(Cl)nc(Nc3ccc(NC(=O)CC)cc3)n2)cc1	-12%	20%	-17%	-1%	2%	9%	11	0
COc1ccc(CCNc2ccc(S(=O)(=O)N3CCCC3)cc2[N+](=O)[O-])cc1	-2%	6%	28%	2%	16%	25%	-23	7
COC(=O)c1ccc(CSc2nc3cc(Cl)ccc3s2)o1	1%	17%	?	0%	4%	-13%	5	-1
Nc1nonc1-n1nnc(C(=O)N/N=C/c2ccco2)c1-c1ccccc1	9%	-10%	-10%	-1%	4%	-9%	10	8
O=C(O)CCn1nc(-c2ccc(F)cc2)cc(Cc2ccccc2)c1=O	-2%	6%	-3%	17%	7%	-7%	0	5
NC(=O)CC(NC(=O)Cc1cccc2ccccc12)c1ccc(NCCOc2ccccc2)c([N+](=O)[O-])c1 (stereo unspecified)	-4%	?	2%	0%	2%	5%	-80*	-31
C#CCN(C[C@@H]1[C@@H](OC(=O)NCc2ccc(OC)c(OC)c2)[C@@H](OC(=O)NCc2ccc(OC)c(OC)c2)Cn2c(=O)ccc(=O)n21)S(=O)(=O)c1ccc(C)cc1	1%	?	0%	0%	-2%	0%	21	-1
CC1CN(S(=O)(=O)c2cccc(C(=O)OCC(=O)N3CCCCCC3)c2)CC(C)O1 (stereo unspecified)	-2%	-2%	-1%	-5%	4%	7%	2	4
CCNc1oc(-c2ccc(OC)cc2)nc1S(=O)(=O)c1ccc(Br)cc1	4%	3%	-13%	-5%	1%	8%	24	11
N#C/C(=C\c1ccc(Cl)cc1Cl)c1nc(-c2cccc(Cl)c2)cs1	nt	-2%	8%	nt	nt	-5%	nt	-4
CCCNC(=O)Cn1nc(C(F)(F)F)cc1C	2%	4%	nt	-2%	1%	7%	12	2
O=C(CSc1nnc([C@@H]2CCCN2)o1)c1ccc(Cl)cc1	7%	22%	3%	0%	0%	-2%	0	3
CC(=O)c1cc2c(cc1N/C(=N/S(=O)(=O)c1ccc(C)cc1)c1ccccc1)OCO2	0%	14%	-21%&-7%	-3%	2%	-20%&14%	0	-11&2
Cn1nc(C(=O)NCC(=O)Nc2ccc(F)c(F)c2F)c2ccccc2c1=O	0%	-31%	8%	-3%	9%	-14%	3	0
O=C(NCc1nc(-c2ccc(C(F)(F)F)cc2)no1)Nc1ccc(OC(F)(F)F)cc1	?	4%	-11%[1.82 µM]	1%	-15%	25%	-7	-2
CCc1nc2cc(C)nn2c2nc3ccccc3n12	-2%	-6%	?	9%	-6%	-12%	-18	1
CC(C)N1CCc2c(sc(NC(=O)CCS(=O)(=O)c3ccccc3)c2C#N)C1	-6%	nt	6%	-5%	2%	-9%	7	-7
Cc1cc(OC(=O)c2ccccc2)n(CCC#N)n1	-4%	-19%	9%	-1%	1%	-12%	-5	0
OCCC1CN(Cc2cccc3c2OCO3)CCN1Cc1ccccc1 (stereo unspecified)	-1%	-2%	-10%	-4%	3%	-6%	-21	-15
Cc1ccc(CNC(=O)C2CCN(S(=O)(=O)N3CCCCC3)CC2)cc1	-3%	1%&13%	?	3%	1%	0%&-9%	-6	5&15

Continuation.
SMILES	EPAC2 antagonist	FUS yeast rescue	TDP-43 yeast inh	aSyn yeast inh	EPAC2 ag	Abeta yeast res	D3 antag	DRD3 agonist
CCCCN1C(=O)C(CC(=O)NCCc2ccccn2)CC(C(=O)N(C(C)C)C(C)C)=C1C (stereo unspecified)	-9%	-2%	5%	1%	-5%	-6%	2	3
CC1CCC(NC(=O)C2c3ccccc3C(=O)N2Cc2cccs2)CC1 (stereo unspecified)	0%	nt	22%	1%	5%	3%	5	3
CC(=O)N1CCOc2ccc(S(=O)(=O)NCCc3ccc(Cl)cc3)cc21	-7%	-7%	-13%	-1%	9%	-2%	1	-2
CC(=O)Nc1ccc(NC(=O)COC(=O)c2ccc([N+](=O)[O-])o2)cc1	2%	16%	-16%	-4%	12%	1%	5	0
CC1(C(=O)Nc2ccc(Cl)c(C(F)(F)F)c2)Cc2c(-c3ccc(C(N)=O)cc3)ccnc2O1 (stereo unspecified)	4%	-21%	0%	0%	1%	-6%	-30	2
CCOC(=O)Cn1c(=O)n(CC2CCCO2)c2nc(-c3ccccc3F)nc(C(N)=O)c21 (stereo unspecified)	nt	6%	27%	2%	nt	-11%	nt	6
N#CC(C(=O)NCc1ccccc1)c1nc2ccccc2nc1N1CCCC1 (stereo unspecified)	115%[activator][57.1 µM]	3%	-12%	-8%	89µM*	8%	-11	4
CC(C)C(=O)NCCn1ccc2ccccc21	-14%	-14%	-8%	-2%	3%	0%	-53*	-3
CC(=O)NC(Cc1ccc(F)cc1)C(=O)NC1CCN(C(=O)Nc2cccc(C)c2)CC1 (stereo unspecified)	-10%	8%	-12%	-6%	9%	-5%	4	4
NC(=O)c1c(NC(=O)c2cccc(N3C(=O)CCC3=O)c2)sc2c1CCCCC2	8%	8%	2%	1%	7%	5%	10	1

This is a subset, so the mix of outcomes need not match the whole.
